G9a block = blocks human histone lysine methyltransferase G9a; Q96KQ7; G9a H3K9 monomethylation, AlphaScreen, 2 h; Potency, µM (series often up to 102 µM), inactives show top-dose activity, negative = inhibition, hits mostly inhibitors; 8.8% of 350,000 active; further: on the % scale 0 is the no-effect control and ±100 the full control effect; nearly all actives have a fitted effect of over 75% in size
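Compounds were preincubated with 20 nM G9a for 15 min, after which biotinylated H3K9 peptide (500 nM) and SAM (20 uM) started a 2 h room-temperature reaction. Monomethylated product was quantified by antibody-based AlphaScreen chemiluminescence.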
Pin1 inh = blocks the human prolyl isomerase Pin1. Q13526. 0.009% of 390,000 active. Potency, µM (top dose mostly 115 µM), for inactives: at the top dose activity, negative = inhibition, hits mostly inhibitors. AID 504891. Pin1 FP peptide displacement, HiFluor488, 10 min; active means well fitted inhibition curve with a large enough effect in the polarisation, with a control signal flat, not every such curve was filed as active; inconclusive means small, poorly fitted or top-dose-only effect, or effect the other way, or a change in a side signal; inactive means no such curve, though single readings can be large or run the other way; the % refers to the polarisation; further: on the % scale 0 is the no-effect control and ±100 the full control effect
JMJD2A Tudor inh = blocks the human JMJD2A Tudor domain; AlphaScreen JMJD2A-Tudor / H3K4me3 peptide binding; O75164; 4.4% of 390,000 active; Potency, µM (highest dose often 114 µM), inactives show at the top dose activity change, negative = inhibition, usual class: inhibitors; further: on the % scale 0 is the no-effect control and ±100 the full control effect; nearly all actives have a fitted effect of over 50% in size
POLI inh = DNA polymerase iota (human) inhibition; 1% of 390,000 active; Pol iota fluorescent replication assay, 10 min; Potency, µM (doses to about 115 µM), without a hit: at the top dose activity, negative = inhibition, usual class: inhibitors; Q9UNA4
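Pol iota at 10 nM preincubated 15 min with compounds at room temperature; reaction started with fluorescent substrate, 50 nM final. Fluorescence read kinetically at 0 and 10 min; buffer-only wells as negative control.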
HP1b chromo inh = HP1-beta chromodomain-methylated histone interaction inhibition | AlphaScreen HP1-beta / biotin-H3K9me3 peptide binding | Potency, µM (top dose mostly 114 µM), inactives show at the highest dose activity change, negative = inhibition, most hits filed as inhibitors | 0.56% of 390,000 active; further: nearly all actives have a fitted effect of over 70% in size; inactives centre near 23
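Compound inhibition of the preformed complex between 50 nM HP1-beta and 50 nM biotinylated H3K9me3 peptide was read by AlphaScreen. Buffer was PBS pH 7.4 with 0.01% Tween-20. Incubations ran 30 min at room temperature, with 10 ug/mL donor/acceptor beads.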
BLM helicase inh = Bloom syndrome helicase (human) inhibition; P54132; recombinant BLM DNA unwinding, fluorescence dequenching; Potency, µM (titrated, usually from 56.1 µM), without a hit: at the top dose activity change, negative = inhibition, hits mostly inhibitors; 0.2% of 350,000 active;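 further: plate controls were vehicle for no effect and no enzyme for full effect; nearly all actives have a fitted effect of over 35% in size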
GLS inh = inhibitors of human glutaminase (GLS). O94925. GLS enzymatic activity, qHTS titration. Potency, µM (highest dose often 45.5 µM), for the others: top-dose activity change, negative = inhibition, most hits filed as inhibitors. 0.21% of 410,000 active; further: on the % scale 0 is the no-effect control and ±100 the full control effect
Target sequence (O94925 whole entry, looked up): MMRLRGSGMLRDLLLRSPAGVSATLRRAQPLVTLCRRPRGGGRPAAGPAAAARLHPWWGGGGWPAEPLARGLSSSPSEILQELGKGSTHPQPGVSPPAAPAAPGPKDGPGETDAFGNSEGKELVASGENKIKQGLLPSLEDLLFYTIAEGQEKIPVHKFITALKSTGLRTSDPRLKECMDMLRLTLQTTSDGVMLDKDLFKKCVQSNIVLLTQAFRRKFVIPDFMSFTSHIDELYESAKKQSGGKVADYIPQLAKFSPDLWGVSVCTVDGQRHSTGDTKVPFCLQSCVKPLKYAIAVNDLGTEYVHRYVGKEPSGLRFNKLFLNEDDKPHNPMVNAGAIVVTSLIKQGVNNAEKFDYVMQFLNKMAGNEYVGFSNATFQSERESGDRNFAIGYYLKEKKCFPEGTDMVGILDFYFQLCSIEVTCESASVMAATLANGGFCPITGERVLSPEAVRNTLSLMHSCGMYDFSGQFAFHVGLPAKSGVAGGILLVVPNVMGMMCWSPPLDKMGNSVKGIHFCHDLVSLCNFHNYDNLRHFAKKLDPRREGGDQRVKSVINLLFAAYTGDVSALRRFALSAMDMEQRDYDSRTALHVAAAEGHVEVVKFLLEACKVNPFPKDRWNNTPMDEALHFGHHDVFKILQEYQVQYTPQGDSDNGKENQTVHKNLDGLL
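hKGA; 45 mM KH2PO4 pH 8.2 + 0.02% Tween-20; cpd via pin tool; 1 mM Gln soln; GluOx/HRP/Amplex Red; RT 30 min; fluor. t0 & final.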
Tb PGK inh = inhibitors of T. brucei phosphoglycerate kinase. PGK/GAPDH coupled, Kinase-Glo luminescence, 60 min. 0.043% of 380,000 active. AID 602233. Potency, µM (highest dose often 57.5 µM), without a hit: at the highest dose activity change, negative = inhibition, actives largely listed as inhibitors; further: on the % scale 0 is the no-effect control and ±100 the full control effect; nearly all actives have a fitted effect of over 60% in size
Target sequence (P07378 whole entry, looked up): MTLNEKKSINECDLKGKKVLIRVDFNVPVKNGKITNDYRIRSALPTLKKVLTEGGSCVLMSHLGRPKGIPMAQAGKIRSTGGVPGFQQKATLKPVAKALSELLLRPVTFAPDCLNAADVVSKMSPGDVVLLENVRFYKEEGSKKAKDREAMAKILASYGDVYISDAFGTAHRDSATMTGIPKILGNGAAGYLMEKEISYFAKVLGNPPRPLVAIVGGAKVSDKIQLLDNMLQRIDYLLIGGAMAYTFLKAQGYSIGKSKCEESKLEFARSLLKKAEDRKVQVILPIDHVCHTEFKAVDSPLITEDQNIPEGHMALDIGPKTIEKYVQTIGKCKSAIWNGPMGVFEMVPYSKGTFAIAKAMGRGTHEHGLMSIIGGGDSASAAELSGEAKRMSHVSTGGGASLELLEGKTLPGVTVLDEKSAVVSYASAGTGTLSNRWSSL
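Luminescent ATP detection (Kinase-Glo Plus) follows a 60-minute room-temperature incubation, with wells lacking PGK as controls. Buffer: 100 mM TEA (pH 7.6), 5 mM MgCl2, 0.01% Tween-20. Coupling enzyme GAPDH (100 nM final) supplies unstable 1,3-BPG in-well.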
BAZ2B block = BAZ2B (human) inhibition. AlphaScreen BAZ2B-H3K14Ac peptide displacement. Potency, µM (top dose mostly 114 µM), for the others: at the highest dose activity change, negative = inhibition, usual class: inhibitors. 4.4% of 360,000 active. AID 504333; further: on the % scale 0 is the no-effect control and ±100 the full control effect; nearly all actives have a fitted effect of over 60% in size
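BAZ2B (50 nM) with biotin-H3(5-23)K14Ac peptide (50 nM) in PBS pH 7.4, 0.01% Tween-20, preformed 30 min, then compound 30 min at room temperature; top concentration 110uM. AlphaScreen streptavidin donor/nickel chelate acceptor beads (10 ug/mL final), 20 min dark, signal read.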
* = called active by the depositor; i = inactive; ? = inconclusive; · = no result given; & = joins results of further samples; ! = not confirmed by another sample; [ ] = remark or other dose. Unless noted, the call rests on the fitted dose curve; in most records, active means well fitted curve in the direction sought with a large enough effect; inconclusive means small, poorly fitted or top-dose-only effect, or another doubt; inactive means no such curve, though single readings can be large; an effect the other way counts as inactive or inconclusive. Potency means the concentration at half of the fitted maximal effect. These rows are one share of the data (hit frequency here may not be typical).

SMILES | G9a block | Pin1 inh | JMJD2A Tudor inh | POLI inh | HP1b chromo inh | BLM helicase inh | GLS inh | Tb PGK inh | BAZ2B block
COc1cc2c(ccc3c4cc(OC)c(OC)cc4c[n+](C)c23)cc1O | · | -1.9% | -26.4% | ? | 19.9% | · | 20.3% | 1.4% | ·
Cc1nc(N2CCN(Cc3ccccc3)CC2)nc2c1C(=O)CC(C)C2 (stereo not drawn) | -2.0% | 6.7% | -17.7% | -6.7% | 43.3%[activator] | -0.9% | -5.0% | -13.8% | 7.8%
C=CCn1c(O)c(C(CC)=Nc2cccc(C(=O)O)c2)c(=O)[nH]c1=O | ? | 0.0% | -9.9% | -0.5% | 50.0% | 0.0% | 0.7% | -7.3% | -30.0%
S=c1[nH]nc(-c2ccccc2)n1CC1CCCO1 (stereo not drawn) | ? | -0.4% | 39.8µM* | -1.7% | 47.9%[activator] | -13.1% | -0.4% | 0.9% | -1.2%
COc1cccc(C2Nc3ccccc3C(=O)N2Cc2ccccc2)c1 (stereo not drawn) | · | -6.4% | -1.3% | 9.5% | 73.3%[activator] | · | -6.8% | i | ·
CCCNC(=O)N1[C@H]2CC[C@@H]1C(C(=O)OC)=C(c1ccc(C(C)=O)cc1)C2 | 6.4%[0.501 µM] | -1.1% | -20.0% | 23.4% | 40.0%[activator] | · | 0.9% | -3.2% | 5.5%
Cc1cc(O)c2c(c1)OC(C)(C)C1=C2CC(C)CC1 (stereo not drawn) | ? | -4.6% | -14.3% | ? | -3.9% | -15.4% | 5.6% | 0.4% | -37.1%
CCCCCSc1cc(OC)c(CCN)cc1OC | -13.1%[59 µM] | -3.0% | ? | 8.8% | -31.4% | -6.0% | -10.0% | -0.9% | ?
Cc1nc2ccccc2c2c1C(=O)N(c1cccc(C(=O)O)c1)C2=O | ? | 56.7%[activator] | -2.8% | 10.2% | 19.9% | -2.5% | -1.4% | 9.1% | -19.7%
CC(C)(C)NC(=O)N1c2ccccc2Sc2ccccc21 | 7.4% | 3.6% | -3.7% | -11.2% | 52.9%[activator] | -4.7% | 21.1% | 2.6% | 3.5%
COc1ccc(CCn2c(O)c(C=NCCN3CCCCC3)c(=O)[nH]c2=O)cc1OC | -2.1%[59 µM] | 1.5% | -4.6% | -11.3% | 37.2% | 1.0% | 0.4% | 9.6% | 3.5%
CCn1c(=O)n(CC)c2cc([N+](=O)[O-])c(N3CCNCC3)cc21 | 3.9%[59 µM] | 1.9% | -21.8% | 190.9%[activator] | 12.0% | 2.9% | -15.0% | 2.4% | -18.8%
O=c1c(-c2ccccc2)c(O)c2ccccc2n1-c1ccccc1 | -4.1% | -5.6% | -6.8% | 124.0%[activator] | 32.0% | -0.8% | 87.2%[activator] | -4.0% | -4.0%
COc1ccc(NC(=O)N2C[C@@H]3C[C@@H](C2)c2cccc(=O)n2C3)cc1 | · | -6.2% | -7.5% | 6.0% | 13.6% | -0.5% | 19.7% | 0.1% | -3.5%
COC(=O)C1=C(c2ccc(C(C)=O)cc2)C[C@@H]2CC[C@H]1N2C(=O)NCC1CC1 | -10.0%[2.33 µM] | -0.7% | -5.6% | 17.3% | 47.3%[activator] | · | -8.0% | i | 9.5%
Cc1c(/C=N/O)c2ccccc2n1C | 9.0%[59 µM] | 0.6% | -19.1%[57.1 µM] | -18.5% | 36.6% | 3.1% | 23.7% | i | 11.5%
O=[N+]([O-])c1ccc(S(=O)(=O)NCC(c2ccco2)N2CCc3ccccc3C2)cc1 (stereo not drawn) | ? | 1.6% | -33.8% | 17.7% | -4.4% | · | -8.4% | -1.1% | ?
c1ccc(CCN2CCC3(CC2)OCCO3)cc1 | · | 0.7% | 4.3% | -3.6%[58.9 µM] | 8.0% | · | 14.6% | 6.3% | ·
O=C(O)COc1ccc(Cl)cc1Cl | · | -10.8% | -5.1%[11.4 µM] | 21.0% | 7.9% | -14.1% | 0.1% | i | ·
Cc1c(N=Nc2c(O)[nH]c(=O)[nH]c2=O)c(=O)n(-c2ccccc2)n1C | ? | 48.1%[activator] | 12.6µM* | ? | 67.1%[activator] | 0.2% | 44.0%[activator] | -2.2% | 3.16µM*
CC(C)COP(=O)(c1ccc(N(C)C)cc1)C(Nc1ccccc1)c1cccnc1 (stereo not drawn) | ? | 0.5% | -18.3% | -1.7% | 23.5% | -2.5% | 15.5% | i | -26.8%
CN1CC(C(=O)c2cccc(C(F)(F)F)c2)C(c2ccc(Cl)cc2)C1 (stereo not drawn) | ? | -8.5% | -22.5% | 14.5% | 14.3% | 2.1% | 0.4% | -5.1% | -3.2%
Cc1ccsc1C(=O)C1CCCN(Cc2ccc(O)cc2)C1 (stereo not drawn) | -12.0% | 2.1% | -17.1% | 126.0%[activator] | 17.1% | 0.7% | 3.8% | -4.6% | 2.3%
Nc1ccc2c3c(cccc13)CC2 | 39.8µM* | ? | -31.5% | -0.7% | -11.5% | -2.9% | 22.1% | 2.4% | ?
O=C(O)c1ccccc1NS(=O)(=O)c1cccc(N=Nc2c(O)[nH]c(=S)[nH]c2=O)c1 | 50.1µM* | -19.1% | -17.3% | ? | -18.1% | · | 24.4% | -2.8% | -11.8%
Next compounds follow:
SMILES | G9a block | Pin1 inh | JMJD2A Tudor inh | POLI inh | HP1b chromo inh | BLM helicase inh | GLS inh | Tb PGK inh | BAZ2B block
[O-]c1ccccc1-[n+]1c(-c2ccccc2)cc(-c2ccccc2)cc1-c1ccccc1 | -1.1%[2.33 µM] | -2.2% | ? | 3.3% | -1.3% | · | 31.7% | 2.0% | -24.7%
O=C(O)Cc1cnc[nH]1 | 9.47µM*! | 0.6% | 7.08µM* | ? | 19.6% | · | 0.1% | i | ·
CCOc1ccc(C2(C#N)CC[N+](C)(C)CC2)cc1 | 0.1%[0.501 µM] | -1.9% | -9.8% | 10.5% | 55.8%[activator] | -0.1% | 2.2% | -0.6% | 2.5%
O=C(Nc1ccc(Cl)cc1)Nc1nccs1 | -0.7%[12.7 µM] | -4.7% | -19.4% | 6.4% | 22.6% | -8.1% | 22.2% | -3.6% | -3.5%[57.1 µM]
COCCOC(=O)C1=C(N)OC(C)=C(C(=O)OC)C12C(=O)Nc1ccccc12 (stereo not drawn) | 12.2%[12.7 µM] | -6.1% | -6.0% | 24.5% | 23.9% | -2.6% | -1.6% | 1.9%[11.5 µM] | 5.6%
COc1ccc(-n2c(=O)[nH]c3ccccc3c2=O)c(OC)c1 | -34.8%[59 µM] | 2.9% | -1.5% | 10.0% | 6.7% | -0.5% | -1.8% | 1.6% | -4.5%
CSc1nc2ccc(C)cc2c(=O)n1-c1cccnc1 | 9.7% | -1.9% | 6.3% | 51.5%[activator] | 32.8% | -1.7% | -28.5% | -10.1% | -4.2%
N[C@@H]1CC[C@@]2(O)[C@H]3Cc4ccc(O)c5c4[C@@]2(CCN3CC2CC2)C1O5 (stereo partly drawn) | · | 3.1% | -13.8% | 13.8% | 40.8%[activator] | · | 47.2%[activator] | -6.8% | ·
Cn1c(O)c(C(c2ccncc2)c2c(O)n(C)c(=S)n(C)c2=O)c(=O)n(C)c1=S | ? | -0.3% | -35.9% | -4.4% | 25.9% | -0.9% | 28.9% | -1.8% | -2.5%
O=C(Nc1ccccc1Cl)OC1CN2CCC1CC2 (stereo not drawn) | -17.7% | -0.5% | 0.0% | 52.1%[activator] | 21.2% | -5.9% | -4.6% | -1.8% | 0.3%
CCC(=Nc1ccc(Cc2ccncc2)cc1)c1c(O)n(C)c(=O)n(C)c1=O | 79.4µM* | 7.5%&-4.0% | -8.6%&-12.9% | 3.8%&-2.5% | 20.2%&45.6% | -0.4% | 13.2% | 6.8% | -5.7%
CCOC(=O)C1(CCOc2ccccc2)CCN(Cc2cnc(SC)nc2)CC1 | 50.1µM* | -5.6% | -0.3% | -20.3% | 63.6%[activator] | -6.4% | -7.3% | -7.8% | ?
O=C(COC(=O)c1cccc(NC(=O)c2ccc(Br)cc2)c1)c1ccc(Br)cc1 | ? | 30.2%[activator] | -10.4% | 48.5%[activator] | 18.1% | -3.3% | 2.0% | -6.6% | 1.0%
Nc1nc(N)c2cnnn2n1 | · | 2.2% | -3.4% | 0.4% | 9.7%[57 µM] | · | 4.3% | 1.2% | ·
CCCN(CCC)C(=O)Cc1c(-c2ccc(Cl)cc2)nc2c(Cl)cc(Cl)cn12 | -9.3%[59 µM] | 1.0% | -5.8% | 25.9% | 44.5%[activator] | · | -5.6% | -0.6% | 6.0%
O=[N+]([O-])CCO | 8.8%[0.501 µM] | -5.5% | 7.6% | 9.9% | 52.1%[activator] | · | 2.2% | -3.3% | 9.0%
O=C1CC(=O)N(Cc2ccccc2)C(=O)N1CCCCCCN1C(=O)CC(=O)N(Cc2ccccc2)C1=O | · | ? | -20.0% | 17.8µM* | -22.0% | ? | 0.0% | 0.2% | -19.9%
CC(=O)Nc1ccccc1C(=O)OCC(=O)c1ccc2ccccc2c1 | 5.1% | 15.4% | -11.9% | -0.7% | 38.3% | -0.2% | 2.5% | -1.4% | -27.2%[57.1 µM]
CCCc1nc2ccccc2c(=O)n1-c1ccc(OC)cc1 | 16.3%[2.33 µM] | 3.3% | -4.0% | -7.4% | 19.9% | -1.4% | 4.5% | 3.4% | -4.4%
CC(C)CNc1c2c(nc3ccccc13)CCC2 | -40.8% | 1.9% | -19.7% | 61.3%[activator] | 7.0% | 21.5% | 1.5% | -2.0% | -0.5%
CCOC(=O)[C@]12Cc3ccccc3[C@H]1N(Cc1ccccc1)C(=O)c1ccccc12 | · | 0.2% | -15.5% | 0.7%&2.3% | 67.9%[activator] | · | 1.3% | -11.6% | ·
COc1cc(OC)c(OC)cc1CNCCc1ccc2c(c1)OCO2 | 28.2µM* | -2.7% | 31.6µM* | 42.2%[activator] | -25.3% | -9.9% | 2.8% | i | ?

Taken from above.
COc1cc(OC)c(OC)cc1CNCCc1ccc2c(c1)OCO2 | Pin1 inh: -2.7%
O=C(O)Cc1cnc[nH]1 | Pin1 inh: 0.6%

Source: PubChem
